hcDAF-12 act: H. contortus DAF-12 nuclear receptor activators, primary screen, cell-based, luminescence, HEK293, lit1-tk-luc reporter. HEK293 hcDAF-12 lit1-tk-luc reporter; 0% DMSO, 100% Δ7-dafachronic acid. activation, % at 6.8 µM. 1.4% of 370,000 active. AID 652067, 2013;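 active means activation above the mean of all tested compounds plus 3 SD, cut at about 5.5% in these data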;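 further: 100% = response to 3 µM Δ7-dafachronic acid high control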
ssDAF-12 act: S. stercoralis DAF-12 nuclear receptor activators, primary screen, cell-based, luminescence, HEK293, GRIP1 co-expression, lit1-tk-luc; Nuclear hormone receptor DAF-12 (Strongyloides stercoralis); HEK293 ssDAF-12/GRIP1 lit1-tk-luc reporter; % of 3 µM dafachronic acid response; activation, % at 6.8 µM; 1% of 370,000 active;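 active means activation above the mean over all tested compounds plus 3 SD, cut at about 0.9% in these data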;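 further: 0% = DMSO-only wells and 100% = 3 µM delta7-dafachronic acid wells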
FXN GAA850 act: FXN promoter activators, primary screen, cell-based, luciferase luminescence, HEK293 lucGAA850. HEK293 lucGAA850 FXN promoter luciferase reporter, 24 h; percent of 10 µM SAHA response. 0.56% of 360,000 active. activation, % at 6 µM;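 active means activation above the average of all compounds screened plus 3 SD, cutoff fixed separately per campaign, cut at about 7.5% in these data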;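 further: 0% = DMSO wells and 100% = 10 µM SAHA wells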
HGIII-sPLA2 inh: human group III sPLA2 inhibitors, primary screen, biochemical, QFRET, BODIPY PC-A2 liposome substrate | Group 3 secretory phospholipase A2 (Homo sapiens), Q9NZ20 | QFRET BODIPY PC-A2 liposome hydrolysis, fluorescence | inhibition, % at 12.2 µM | 0.56% of 370,000 active | AID 743126, 2013;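 active means inhibition above mean plus 3 SD of compounds lying within the high and low control bounds, cut at about 19% in these data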;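 further: 0% = median of test compound wells and 100% = no enzyme DMSO wells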
DAX1 inh-1: DAX1 (NR0B1) inhibitors on StAR promoter, primary screen, cell-based, luminescence, SF-1 (NR5A1), full-length DAX-1; AID 652010, 2013; 1.1% of 370,000 active; HEK293T StAR-luciferase reporter, SF-1/DAX-1 repression relief; inhibition, % at 6.8 µM;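 active means inhibition above the mean over all tested compounds plus 3 SD, cut at about 3.6% in these data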;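 further: 0% = DAX-1 cells with DMSO and 100% = cells lacking DAX-1 with DMSO; higher inhibition means more luminescence from relief of DAX-1 repression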
NPR1 activator: GC-A stimulated cGMP production enhancers – HEK293 GC-A cells, cGMP TR-FRET, EC30 ANP, primary screen; activation, % at 10 µM; 0.14% of 370,000 active; Atrial natriuretic peptide receptor 1 (Homo sapiens), P16066; 0% at EC30 ANP, 100% saturating ANP; in the data active means activation above about 40%
KLK7 zymogen act: proKLK7 zymogen activators, primary screen, biochemical, fluorescence intensity | Kallikrein-7 (Homo sapiens), P49862 | purified proKLK7, EDANS-DABCYL substrate fluorescence; 100% is mature enzyme control, 0% vehicle | activation, % at 7 µM | 0.9% of 370,000 active;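 active means activation above the mean of all tested compounds plus 3 SD, computed per campaign excluding outliers beyond control limits, cut at about 13% in these data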
DAX1 inh-2: DAX1 (NR0B1) inhibitors, primary screen, cell-based, HEK293, Gal4-DAX1, luciferase luminescence; Nuclear receptor subfamily 0 group B member 1 (Homo sapiens), P51843; HEK293 Gal4-DAX1 luciferase reporter; inhibition, % at 6.75 µM; 0.99% of 340,000 active; AID 504766, 2011;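 active means inhibition above the mean over all tested compounds plus 3 SD, cut at about 4.2% in these data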;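 further: 0% = DAX1-transfected cells with DMSO and 100% = empty-vector control cells with DMSO; inhibition shows as a rise in luminescence from relieved DAX1 repression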
GC-B act: human GC-B receptor activators, primary screen, HEK293 GC-B cells, cGMP TR-FRET, EC30 CNP. Atrial natriuretic peptide receptor 2 (Homo sapiens), P20594. 0% at EC30 CNP, 100% saturating CNP. activation, % at 10 µM. 0.11% of 370,000 active. AID 1920062, 2024;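 active means activation at 10 µM reaching about 35% in either raw or pattern-adjusted values, limit read from the data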
Target sequence (P20594 whole entry, looked up): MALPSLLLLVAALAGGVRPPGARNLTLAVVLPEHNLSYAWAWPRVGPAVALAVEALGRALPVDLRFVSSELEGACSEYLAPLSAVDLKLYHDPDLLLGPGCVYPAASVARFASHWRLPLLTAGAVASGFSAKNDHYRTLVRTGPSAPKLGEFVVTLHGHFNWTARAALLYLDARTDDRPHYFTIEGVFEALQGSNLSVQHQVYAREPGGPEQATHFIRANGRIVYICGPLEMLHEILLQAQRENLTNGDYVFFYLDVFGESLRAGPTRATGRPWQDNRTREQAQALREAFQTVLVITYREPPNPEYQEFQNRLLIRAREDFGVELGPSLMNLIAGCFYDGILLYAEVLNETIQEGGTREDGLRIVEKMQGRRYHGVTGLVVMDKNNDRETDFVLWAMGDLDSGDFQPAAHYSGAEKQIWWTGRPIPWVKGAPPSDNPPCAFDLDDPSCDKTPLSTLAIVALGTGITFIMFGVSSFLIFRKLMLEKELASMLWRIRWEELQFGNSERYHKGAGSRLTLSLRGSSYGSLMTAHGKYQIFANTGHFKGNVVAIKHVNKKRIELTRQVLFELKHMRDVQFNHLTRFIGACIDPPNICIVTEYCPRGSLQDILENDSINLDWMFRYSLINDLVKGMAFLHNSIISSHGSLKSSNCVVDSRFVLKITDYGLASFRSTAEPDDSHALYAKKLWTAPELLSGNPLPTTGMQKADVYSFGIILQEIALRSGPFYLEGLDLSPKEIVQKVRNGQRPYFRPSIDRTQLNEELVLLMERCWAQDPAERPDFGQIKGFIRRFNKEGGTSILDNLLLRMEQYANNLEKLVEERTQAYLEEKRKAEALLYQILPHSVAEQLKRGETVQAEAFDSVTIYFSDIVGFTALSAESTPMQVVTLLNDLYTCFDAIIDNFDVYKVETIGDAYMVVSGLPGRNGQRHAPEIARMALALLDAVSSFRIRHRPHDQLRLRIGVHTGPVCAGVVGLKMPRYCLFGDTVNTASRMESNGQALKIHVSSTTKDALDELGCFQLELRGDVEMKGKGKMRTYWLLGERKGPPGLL
hgDAF12 agonist: H. glycines DAF-12 receptor agonists, primary screen, cell-based, luminescence, HEK293, GAL4 fusion, UAS-luciferase. Nuclear hormone receptor DAF-12 (Heterodera glycines), GAL4 fusion. 1.8% of 370,000 active. activation, % at 6.8 µM. HEK293 GAL4-hgDAF12 UAS-luciferase reporter, agonist luminescence; normalized to butyrate control;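 active means activation above a cutoff set at the mean of all screened compounds plus 3 SD, cut at about 10% in these data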;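 further: 0% = DMSO wells and 100% = sodium butyrate wells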
SMARCA2 act: SMARCA2 (BRM) function activators, primary screen, cell-based, luminescence, high throughput; MG213 cells, MMTV-luciferase reporter, dexamethasone, overnight; activation, % at 9.1 µM; 1% of 370,000 active; in the data active means activation above about 7.8%;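 further: 0% = vehicle wells and 100% = reference activator wells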
An asterisk follows results filed as active; . = not tested or not shown; & = joins results of further samples. This is a random part of the collection; 6.7% or so of the library scored in one or more.

mol	hcDAF-12 act	ssDAF-12 act	FXN GAA850 act	HGIII-sPLA2 inh	DAX1 inh-1	NPR1 activator	KLK7 zymogen act	DAX1 inh-2	GC-B act	hgDAF12 agonist	SMARCA2 act
COc1ccc(C(=O)NNC2=NC(C)(C)Cc3cc(C)c(C)cc32)cc1	-1.3	-1.3	-1.7	-1	0.2	1	0.5	-1.9	-5	-1.2	0
COC(=O)c1c(NC(=O)c2ccco2)sc2c1CCN(C(C)=O)C2	-2.0	-0.8	1.4	2	-3.0	4	2.8	1.5	5	5.0	0
O=C(NCc1ccco1)C(=O)NCC1OCCCN1S(=O)(=O)c1ccc(Cl)cc1 (stereo not given)	-1.0	-1.5	-0.8	-8	-0.2	1	-1.0	-1.0	4	1.0	1
Cc1[nH][nH]c(=O)c1N=Nc1ccc(Cl)cc1	-2.7	-1.0	0.7	-1	-0.1	-1	-0.4	-1.5	-5	-2.9	-3
COc1ccc(CCNC(=O)c2c(N)no[n+]2[O-])cc1OC	3.1	0.6	3.1	-1	-0.6	0	-0.1	0.4	2	0.2	-5
Cc1ccc2occ(/C=N/O)c(=O)c2c1	0.5	-0.1	1.2	-9	-0.3	-1	-17	0.5	-1	2.7	1
Cc1c(NC(=O)COC(=O)C23CC4CC(CC(Br)(C4)C2)C3)c(=O)n(-c2ccccc2)n1C	-0.7	-1.5	-0.4	0	0.6	-4	-0.1	-0.4	2	-1.9	0
Cc1ccc(Nc2cc(C)nc3c(C)ccc([N+](=O)[O-])c23)cc1	0.0	-0.7	0.6	14	0.5	-8	0.2	-0.7	4	5.4	-1
O=C(c1ccccc1F)N(Cc1cccnc1)Cc1cc2cc3c(cc2[nH]c1=O)OCCO3	-1.4	-1.6	1.9	-1	-0.3	1	2.3	1.4	4	-1.2	5
Cc1cc(C(=O)Nc2cccc(C(=O)O)c2)c(C)o1	-1.0	-1.2	1.9	2	0.6	0	-0.6	-0.2	5	5.8	5
CSC1=NCCN1S(=O)(=O)c1ccc2ccccc2c1	-2.4	-0.7	4.1	-3	0.1	-1	-0.1	-0.7	-2	0.8	2
Cc1cccc(CNC(=O)c2sc(=O)n(Cc3ccccc3C)c2C)c1	1.8	-1.1	-0.4	-9	-1.3	-3	0.3	.	-2	1.8	-1
O=C(C1CCC1)N1CCC(c2nc3c(nnn3Cc3c(F)cccc3Cl)c(=O)[nH]2)CC1	-0.3	-1.2	0.1	-10	-0.8	8	-0.3	-0.2	15	-1.7	-1
CC(=O)c1cccc(OCCCOc2cccc3cccnc23)c1	-3.4	-0.5	2.9	-6	0.7	3	-0.1	0.7	4	1.4	1
CC(C)CN(CC(C)C)C(=O)COn1nnc2ccc(S(=O)(=O)N3CCOCC3)cc21	-0.5	-0.7	0.9	-9	0.1	-3	-0.6	-0.5	1	-0.7	3
COc1cccc(CNC(=O)CSc2ccc(-c3cccs3)nn2)c1	-0.1	-1.3	-2.5	0	0.4	2	0.2	-0.1	-3	0.2	0
COc1ccccc1CC(=O)N1CCN(S(=O)(=O)c2ccccc2)CC1	0.6	-0.7	0.7	3	-0.1	3	-0.2	-1.0	1	0.5	0
Cc1nc2[nH]c(=S)[nH]c2c(=O)[nH]1	-0.7	-0.3	0.5	7	0.2	0	0.1	-0.7	-5	-1.5	1
O=[N+]([O-])c1ccccc1/C=C/C=N/n1c(-c2ccccc2)n[nH]c1=S	3.8	-0.2	2.1	5	0.4	-4	-0.2	-0.7	-1	-1.9	-1
O=C(NCc1ccc(Cl)nc1)c1csc([C@@H]2C[C@H](O)[C@@H](CO)O2)n1	-0.6	-0.6	2.3	10	0.4	1	-0.6	.	1	1.9	-4
CC(C)(C)NC(=O)Cn1cc(C#N)c2cc(Br)ccc21	-1.2	-1.2	-1.6	2	-0.7	-8	-0.1	0.9	-7	1.4	-3
CC1(C)CC(=O)C2=C(C1)N=c1s/c(=C/c3ccc(F)c(F)c3)c(=O)n1C2c1ccc(F)cc1 (stereo not given)	0.0	-1.2	1.4	1	0.1	-8	0.2	0.0	4	-2.2	-4
CCOC(=O)c1c(S(=O)(=O)N2CCc3ccccc32)c(C)n(C)c1C	1.4	-0.4	0.4	0	-0.4	2	0.0	-0.1	-3	-0.3	-1
COc1ccc(S(=O)(=O)Nc2cccc(S(=O)(=O)N3CCCCC3)c2)cc1	0.2	-1.2	-1.6	-16	0.2	-1	-0.2	-0.5	6	-0.2	2
COc1ccc(Cl)cc1C(=O)NNC(=S)NC(=O)c1cc(-c2ccccc2)nc2ccccc12	0.1	-1.0	0.5	8	0.1	-2	-0.9	0.7	2	0.9	-6
CN(Cc1ccccc1)C(=O)COC(=O)c1ccccc1SCC(=O)N1CCCC1	-1.1	-0.9	0.8	7	0.4	5	0.1	1.1	1	0.5	-1
CCN(CCn1cccn1)C(=O)CC1C(=O)NCCN1CCc1ccccc1 (stereo not given)	0.0	-0.8	0.5	-1	-0.1	0	-0.4	-0.1	1	0.7	-2
COc1ccc(C)cc1CN(C)c1ccc(S(=O)(=O)N2CCN(C)CC2)cn1	-1.1	-0.7	0.2	-5	-1.6	3	-0.1	0.0	-1	-2.8	2
C/C(=N/Nc1ccc(Cl)cc1)c1cnnc(-c2ccccc2)n1	-0.3	-0.8	-0.4	0	0.8	1	0.0	1.0	-3	2.2	0
CCCCOC(=O)Cn1c(-c2ccccc2)nc2ccccc2c1=O	-1.6	-1.6	0.4	0	-0.3	-4	-0.2	0.1	4	-3.3	4
CCCNC(=O)N1CCN(S(=O)(=O)c2ccc3c(c2)OCCO3)CC1	-1.0	-0.3	1.3	4	-0.6	3	0.2	0.2	6	0.9	-1
CCOC(=O)c1cnc(SC)nc1Nc1cccc2ccccc12	-0.6	-0.9	4.0	0	0.1	-2	0.2	0.7	-1	-0.2	0
Cc1cc(-c2ccccc2)nc(SC(C(=O)O)c2ccccc2)n1 (stereo not given)	-0.6	-1.4	1.1	4	0.0	0	-0.1	1.9	-3	1.2	-5
CC(C)NC(=O)NCCCCCCS(C)=O (stereo not given)	-0.5	-1.5	-2.0	3	0.3	1	0.3	3.8	-1	3.3	5
CC1=C(C(=O)NCc2ccco2)C2(CCC(C)CC2)OC1=O (stereo not given)	-1.5	-1.4	0.7	0	-0.8	2	0.0	0.6	4	-3.7	-1
COC(=O)[C@@]12C[C@@H](CC(=O)N3CCC(c4ccccc4)CC3)C(=O)N(Cc3ccco3)C1=CCC(C)(C)C2	-0.6	-1.3	.	6	0.8	-5	0.2	.	4	-4.9	-4
CCN(CC)c1ccc(NC(=O)CSc2nc(C3CC3)nc3ccccc23)cc1C	-1.9	-0.7	-2.5	3	-1.3	-4	-0.2	-0.9	6	0.5	-3
Cc1ccc2nc3c(cc(C(=O)NCc4ccco4)c(=N)n3C3CCCC3)c(=O)n2c1	-0.6	-0.6	3.7	3	0.3	4	8.7	0.4	-6	-1.3	9.1*
CCCC(=O)Nc1nnc(CCOC)s1	0.3	-0.7	2.5	4	-0.5	1	-0.5	-0.9	-1	1.4	-1
CCCN1CCN(S(=O)(=O)c2ccc3c(c2)OCCO3)CC1	-1.1	-1.5	-0.4	2	1.2	3	0.2	2.2	1	0.4	0
O=c1c2ccccc2c(/C=N/c2ncn[nH]2)c(O)n1Cc1ccccc1	0.1&-2.5	-1.5&-1.2	0.2&-0.2	-11&-24	0.4&-1.1	9&15	-2.6&-3.0	-0.1&1.5	12&13	-1.8&1.8	-3&3
CCOC(=O)CN1C(=O)C(O)(CC(=O)c2cccc(OC)c2)c2ccccc21 (stereo not given)	-0.1	-1.4	-0.3	7	0.4	1	0.0	0.1	-1	-0.1	1
CC(c1ccccc1)N1CC(C(=O)Nc2nccs2)CC1=O (stereo not given)	-1.7	-0.6	0.1	2	-0.3	5	-0.2	-0.3	-1	1.2	-1
COCC(=O)N1CCC(n2nccc2NC(=O)CCOc2ccccc2)CC1	0.2	-0.8	1.4	5	0.0	0	-0.5	0.3	4	1.5	2
O=C(CCC(=O)NCCCc1ccccc1)NCCCc1ccccc1	7.7*	-1.3	0.0	4	-0.1	-1	-0.6	1.4	1	2.2	-2
Cc1nc(-c2ccc(F)cc2)c(CC(=O)NCC(=O)Nc2ccc(F)c(F)c2)s1	-1.1	-0.9	1.7	4	-0.9	-4	-0.8	0.0	2	0.2	-3
Cc1ccc(C)c(C(=O)Cn2c(NCCO)nc3ccccc32)c1	0.9	-0.3	0.4	-23	-0.3	4	-0.1	-0.2	-3	0.3	-2
CCN(C(=O)COC(=O)CNC(=O)c1ccc2ccccc2c1)c1c(N)n(Cc2ccccc2)c(=O)[nH]c1=O	-1.2	-1.4	2.4	-1	0.2	4	-0.1	0.6	0	0.7	1
Cc1cc(Cl)ccc1NC(=O)CCC(=O)O	0.2	-0.9	0.0	1	0.4	1	-0.5	-0.1	0	1.3	2
CCSc1nnc(-c2ccccc2NC(C)=O)c(=O)[nH]1	-1.4	-0.4	-1.7	-4	0.1	-2	0.1	0.3	2	0.1	1

Carrying on.
mol	hcDAF-12 act	ssDAF-12 act	FXN GAA850 act	HGIII-sPLA2 inh	DAX1 inh-1	NPR1 activator	KLK7 zymogen act	DAX1 inh-2	GC-B act	hgDAF12 agonist	SMARCA2 act
O=C1O/C(=C/C(=O)N2CCOCC2)c2ccccc21	-1.5	-1.2	-0.2	3	-0.2	-1	-0.1	1.4	1	1.8	-1
O=C1N2CCCCC1(c1ccccc1)CCCC2	-1.1	-0.1	.	1	0.9	0	-0.2	.	4	2.0	-3
COc1cc2sc(-c3ccc(S(C)(=O)=O)cc3)c(C(=O)NCCCCO)c2cc1OC	-1.4	-1.1	0.4	-3	-0.2	-1	31*	-0.5	4	-2.3	1
CCc1nnc(NC(=O)c2ccc(COc3cccc(C)c3)o2)s1	-1.1	-0.9	0.5	0	-0.2	-4	0.5	0.1	2	-1.3	-1
O=C1CNC(=S)N1Cc1cccc(Cl)c1	-0.9	-0.7	0.2	-78	-0.7	3	-0.8	1.2	1	1.4	-1
CC(C)CNC(=O)c1cccc(NC(=O)c2ccco2)c1	-0.9	-1.8	-0.2	2	0.0	-1	-1.0	-0.1	2	-1.4	-1
COc1cccc(C(=O)Nc2ccc3c(c2)C(=O)NC3=O)c1	-1.3	-1.2	1.6	-3	0.0	-6	-6.7	0.5	-8	0.0	1
